GPT2 inhibitor = inhibitors of human GPT2 alanine aminotransferase | AID 1671188 | 100,000 tested, 0.25% active | Potency, µM (titrated, usually from 57.7 µM), without a hit: at the highest dose activity change, negative = inhibition, hits mostly inhibitors | Q8TD30 | Recombinant GPT2, coupled pyruvate oxidase/HRP Amplex Red fluorescence; further: potency means the concentration at half of the fitted maximal effect; nearly all actives have a fitted effect of over 60% in size; many of its hits are not listed in these tables
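Fluorescence of coupled pyruvate oxidase/HRP/Amplex Red system (50uM Amplex, 30 min, dark) reports pyruvate formed by GPT2. Enzyme reaction: 10ng/uL GPT2, 2mM L-alanine, 250uM a-KG, 30 min room temperature, pH 7.5; 50uM AOA control.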
SNCA expr inhib = reduces expression of the alpha-synuclein gene; HEK-293 SNCA-luciferase knock-in, luminescence, 24 h; Potency, µM (top dose mostly 57.2 µM), for inactives: at the highest dose activity change, negative = inhibition, usual class: inhibitors; 140,000 tested, 0.17% active;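 further: potency means the concentration at half of the fitted maximal effect; plate controls were DMSO cells for no effect and cell-free wells for full effect; nearly all actives have a fitted effect of over 45% in size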
3T3 cytotox = cytotoxic compounds in NIH 3T3 cells. NIH 3T3 viability, CellTiter-Glo ATP luminescence, 48-72 h. Potency, µM (highest dose often 96.7 µM), for inactives: top-dose activity change, negative = cytotoxicity, usual class: inhibitors. 94,000 tested, 4.3% active; further: potency means the concentration at half of the fitted maximal effect; nearly all actives have a fitted effect of over 55% in size
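Luminescent ATP readout (CellTiter-Glo, 10 min RT) after 48 or 72 hr compound exposure of NIH 3T3 cells seeded at 400 cells/well in 1536-well format; quantitative HTS.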
HEK293 tox = cytotoxic compounds in HEK 293 cells; HEK 293 viability, ATP luminescence (CellTiter-Glo), 48-72 h; Potency, µM (top dose mostly 115 µM), without a hit: at the highest dose activity change, negative = cytotoxicity, actives largely listed as inhibitors; 94,000 tested, 6.6% active; AID 1345083; further: potency means the concentration at half of the fitted maximal effect; nearly all actives have a fitted effect of over 60% in size
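Read-out: CellTiter-Glo ATP luminescence. Cells: HEK 293, 250 cells/well. Exposure: 48 or 72 hr, 37 degree Celsius.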
SNCA viab count = cell viability loss counter-screen | AID 1671193 | 150,000 tested, 0.12% active | Potency, µM (series often up to 57.1 µM), for the others: at the highest dose activity change, negative = cytotoxicity, actives largely listed as cytotoxic | HEK-293-SNCA-luc viability, GF-AFC fluorescence, 24 h;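 further: potency means the concentration at half of the fitted maximal effect; 0% = DMSO-treated cells and -100% = medium-only wells without cells; nearly all actives have a fitted effect of over 30% in size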
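Cytotoxicity counterscreen: after 24 h compound treatment of genome-edited SNCA-luciferase HEK-293 cells, live-cell protease substrate GF-AFC read by fluorescence after 30 min; activity scaled between DMSO (0%) and medium-only (-100%), curves Hill-fitted.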
IP6K1 inhibitor = IP6K1 kinase inhibition; Q92551; IP6K1 kinase, ADP-Glo luminescence, 2 h; stronger effect = lower value; activity change, % (series mostly up to about 58 µM); 140,000 tested, 0.81% active; in the data active means activity change below about -25%
Target sequence (Q92551 whole entry, looked up): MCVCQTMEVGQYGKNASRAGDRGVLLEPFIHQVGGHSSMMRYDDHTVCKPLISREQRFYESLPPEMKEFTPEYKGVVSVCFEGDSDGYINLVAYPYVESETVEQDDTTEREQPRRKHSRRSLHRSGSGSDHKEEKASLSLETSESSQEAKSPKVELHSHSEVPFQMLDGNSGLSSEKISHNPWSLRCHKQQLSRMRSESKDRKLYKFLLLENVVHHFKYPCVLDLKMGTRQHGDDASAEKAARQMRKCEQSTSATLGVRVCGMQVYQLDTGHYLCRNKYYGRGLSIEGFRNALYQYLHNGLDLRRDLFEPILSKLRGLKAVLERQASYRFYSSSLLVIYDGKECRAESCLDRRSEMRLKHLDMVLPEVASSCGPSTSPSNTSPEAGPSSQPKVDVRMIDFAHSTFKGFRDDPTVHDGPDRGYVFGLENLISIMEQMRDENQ
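ADP-Glo luminescence measures ADP made by human IP6K1 during a 2 h RT reaction with ATP/IP6 (mix at 1.3 mM/130 uM); top library doses 57.5 and 19.1 uM final.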
FLuc inh = blocks purified firefly luciferase enzyme activity | P08659 | purified P. pyralis luciferase, luminescence, biochemical | Potency, µM (top dose mostly 115 µM), inactives show top-dose activity change, negative = inhibition, actives largely listed as inhibitors | 76,000 tested, 2.5% active; further: potency means the concentration at half of the fitted maximal effect; nearly all actives have a fitted effect of over 65% in size
Target sequence (P08659 whole entry, looked up): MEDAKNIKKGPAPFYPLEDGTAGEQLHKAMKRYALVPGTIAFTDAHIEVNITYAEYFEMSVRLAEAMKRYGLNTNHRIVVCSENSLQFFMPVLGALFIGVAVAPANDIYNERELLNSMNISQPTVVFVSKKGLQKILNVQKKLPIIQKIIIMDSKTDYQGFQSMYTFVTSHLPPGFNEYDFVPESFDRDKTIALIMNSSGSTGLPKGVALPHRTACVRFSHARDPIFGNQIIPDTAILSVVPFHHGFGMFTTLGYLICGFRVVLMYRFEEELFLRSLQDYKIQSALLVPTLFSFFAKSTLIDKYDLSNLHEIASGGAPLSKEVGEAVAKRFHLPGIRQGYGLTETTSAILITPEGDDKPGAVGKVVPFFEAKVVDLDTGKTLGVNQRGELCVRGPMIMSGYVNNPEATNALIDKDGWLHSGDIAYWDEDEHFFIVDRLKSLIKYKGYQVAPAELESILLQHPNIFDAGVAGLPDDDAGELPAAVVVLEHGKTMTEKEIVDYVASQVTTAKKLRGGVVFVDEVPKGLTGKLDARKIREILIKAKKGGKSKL
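Cell-free enzyme assay, 10nM P. pyralis luciferase, luciferin and ATP each at 10uM. Inhibition profiled over a 6-point titration, read as luminescence.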
* marks the source's active call; other numbers are inactive results; i = inactive; ? = inconclusive; / = not tested or not shown; & = joins results of further samples; [ ] = remark or other dose. Unless noted, the call rests on the fitted dose curve; in most records, active means well fitted curve in the direction sought with a large enough effect; inconclusive means small, poorly fitted or top-dose-only effect, or another doubt; inactive means no such curve, though single readings can be large; an effect the other way counts as inactive or inconclusive. Unless noted, on the % scale 0 is the no-effect control and ±100 the full control effect.

Screens by letter: A = GPT2 inhibitor; B = SNCA expr inhib; C = 3T3 cytotox; D = HEK293 tox; E = SNCA viab count; F = IP6K1 inhibitor; G = FLuc inh
CN(c1ccccc1)c1ccc2nnc(-c3cc(C(=O)Nc4ccccn4)ccn3)n2n1
  A = i; B = -8.3%[87.6 µM]; C = ?; D = 56.2µM*; E = -19.0%[87.6 µM]; F = -13.2; G = 1.6%[172 µM]
O=C(C1CCC1)N1CCOc2ccc(CN3CCCCCC3)cc2C1
  A = i; B = 21.4%; C = -18.1%; D = ?; E = -7.7%; F = 3.6; G = /
CCC(CC)C(=O)Nc1c(C(=O)N2CCN(c3ccccc3F)CC2)oc2ccccc12
  A = /; B = -20.2%; C = /; D = /; E = 5.9%; F = -9.3; G = /
CC(C)Cn1c(=O)c(C(=O)N2CCN(C(=O)Nc3ccccc3)CC2)nc2cccnc21
  A = -7.1%; B = -14.4%; C = -17.0%; D = i; E = -0.8%; F = -7.1; G = /
CCOc1ccc2oc(=O)cc(CN3CCN(C(=O)c4cccc(F)c4)CC3)c2c1
  A = /; B = -3.2%; C = /; D = /; E = -5.3%; F = -15.1; G = /
CN(CC1CCOC1)C(=O)Nc1ccc(Cl)cc1F (centres undefined)
  A = i; B = 19.1%; C = i; D = 1.8%; E = 1.3%; F = 15.0; G = -9.8%
O=C(Nc1cccc(C(=O)N2CCN(c3ccccc3)CC2)c1)c1nsc2ccccc12
  A = /; B = 174.7%[activator]; C = /; D = /; E = -7.2%; F = 2.4; G = /
O=C(CSc1nc2c(oc3ccccc32)c(=O)n1-c1ccccc1)Nc1ccccc1F
  A = /; B = 5.4%; C = /; D = /; E = ?; F = 13.0; G = /
CCn1nccc1C(=O)N1C[C@@H]2CCCN3CCC[C@@H]([C@H]23)[C@H]1CCCC(=O)Nc1ccccc1
  A = i; B = ?; C = 1.1%; D = -3.5%; E = -1.5%; F = 4.9; G = -2.0%
COc1ccc(CNC(=O)C(N)c2c(C)n[nH]c2C)c(F)c1F (centres undefined)
  A = -13.7%; B = 7.7%; C = -8.2%; D = -5.3%; E = 0.6%; F = 7.9; G = -7.7%
O=[N+]([O-])c1ccccc1CN1C[C@H](O)C[C@H]1c1nc(Cc2ccc(F)cc2Cl)no1
  A = i; B = 37.7%[activator][87.6 µM]; C = ?; D = 112µM*; E = 0.5%[87.6 µM]; F = 0.5; G = ?
COc1ccccc1C(=O)N1CCC2(C1)C(=O)Nc1ccccc12 (centres undefined)
  A = i; B = -28.7%; C = i; D = i; E = -1.5%; F = -3.5; G = /
CCNC(=O)N1CC(C(=O)NCc2ccco2)CC(c2ccc(OC)c(OC)c2)C1 (centres undefined)
  A = -28.5%; B = -21.3%; C = -10.8%; D = ?; E = -9.5%; F = 14.9; G = -8.4%
Cc1nnc(-c2cc(-c3cccnc3)ccn2)n1C1CCCCC1
  A = 1.6%[88.5 µM]; B = -6.1%[87.6 µM]; C = 89.1µM*; D = i; E = 4.2%[87.6 µM]; F = -9.5; G = -3.3%[172 µM]
O=C(CSc1ccccc1)NCc1ccc2c(c1)CCN2C(=O)c1ccccc1
  A = /; B = 103.3%[activator]; C = /; D = /; E = -13.9%; F = -6.7; G = /

Additional entries follow.
Screens by letter: A = GPT2 inhibitor; B = SNCA expr inhib; C = 3T3 cytotox; D = HEK293 tox; E = SNCA viab count; F = IP6K1 inhibitor; G = FLuc inh
COc1ccccc1C(=O)N1CCC(Oc2ncccc2C(=O)N2CCCCC2)C1 (centres undefined)
  A = i; B = -4.5%; C = 3.9%; D = -18.7%; E = 7.0%; F = 19.3; G = -5.4%
CC(=O)N(C1CCOCC1)C1CCN(C(=O)Nc2ccccc2)CC1
  A = i; B = 12.5%; C = 0.2%; D = -1.7%; E = 14.5%; F = 1.9; G = -11.9%
CCc1ccc(NCc2cc3ccc(OC)cc3n(CC(=O)Nc3ccccc3OC)c2=O)cc1
  A = /; B = 25.8%; C = /; D = /; E = -4.1%; F = 1.5; G = /
O=C(CCCc1nc2ccccc2s1)N1CCc2c(nc3cc(-c4ccccc4)[nH]n3c2=O)C1
  A = i; B = -5.2%; C = -23.5%; D = -26.0%; E = -10.8%; F = 0.0; G = -10.3%
O=C(CN1C(=O)CC(c2ccco2)Sc2ccccc21)Nc1ccc(Br)cc1 (centres undefined)
  A = /; B = -21.8%; C = /; D = /; E = -2.7%; F = -7.8; G = /
CN1C(=O)C2(CCN(C(=O)CCCS(N)(=O)=O)CC2)c2ccccc21
  A = -1.1%[11.5 µM]; B = 2.0%; C = 0.4%; D = -5.4%; E = -4.6%; F = -5.3; G = 0.8%
COc1ccc(CC(=O)N2CCCC3(Cc4ccccc4CN3C(=O)C3CCCC3)C2)cc1 (centres undefined)
  A = -4.1%; B = -27.3%; C = ?; D = ?; E = -27.9%; F = -1.2; G = /
C[C@H]1[C@@H]2[C@@H](O)C([C@H](C)C(=O)NCCN3CCOCC3)CC[C@@]2(C)CC[C@@H]1NC(=O)CC(C)(C)C (some centres undefined)
  A = 3.9%; B = -2.9%; C = 1.0%; D = 0.8%; E = -2.8%; F = -1.7; G = -3.8%
COC1C(=O)N(C2CCN(Cc3cn(C)c4ccccc34)CC2)C12CCOCC2 (centres undefined)
  A = -5.5%; B = ?; C = -14.8%; D = -20.0%; E = -14.2%; F = -2.6; G = -0.7%
COc1ccc(Nc2nn(-c3ccc(OC(F)(F)F)cc3)nc2C(C)=O)cc1
  A = /; B = 47.7%[activator]; C = /; D = /; E = -23.1%; F = 5.1; G = /
COc1cccc(-c2cc(C(=O)NCc3ccccn3)c3cnn(C)c3n2)c1
  A = /; B = /; C = ?; D = 79.4µM*; E = /; F = 4.0; G = /
O=S(=O)(c1ccccc1)c1nnn2c1nc(NCc1cccs1)c1sccc12
  A = /; B = 1.0%; C = /; D = /; E = 2.2%; F = -13.7; G = /
Cc1ccc(CCN2CCCCC23Cc2ccccc2CN(C(=O)CCC(=O)O)C3)cc1 (centres undefined)
  A = i; B = -8.8%; C = 2.5%; D = 2.7%; E = 6.6%; F = -14.9; G = /
CCOC(=O)CNC(=O)N1CCC(N2C(=O)C3(CCCCC3)C2c2ccncc2)CC1 (centres undefined)
  A = i; B = ?; C = -1.3%; D = -8.4%; E = -3.1%[12.5 µM]; F = -4.1; G = 1.4%
COC(=O)[C@H](NC(=O)C1=C[C@@H](NC(=O)Nc2cccc(F)c2)[C@@H](O)[C@H](O)C1)C(C)C
  A = -2.1%[88.5 µM]; B = -6.5%[87.6 µM]; C = i; D = i; E = 2.4%[87.6 µM]; F = 4.2; G = 5.2%[172 µM]

Further entries follow:
Screens by letter: A = GPT2 inhibitor; B = SNCA expr inhib; C = 3T3 cytotox; D = HEK293 tox; E = SNCA viab count; F = IP6K1 inhibitor; G = FLuc inh
Cn1cc2c3c(cccc31)CN(C(=O)C1CC1)CC2
  A = i; B = 15.0%; C = -7.1%; D = -1.5%; E = 20.4%; F = 16.7; G = -2.5%
O=C(NCc1ccccc1)c1ccc2c(c1)n(Cc1ccc(F)cc1)c(=O)c1ccnn12
  A = i; B = -27.4%; C = 31.6µM*; D = 28.2µM*; E = ?; F = -13.7; G = -9.6%
Cc1cccc(NC(=O)NCCOCCn2c(=O)oc3ccccc32)c1C
  A = /; B = 43.7%[activator]; C = /; D = /; E = -3.7%; F = 26.1; G = /
O=C(Cc1ccccc1)N1CCC2(CC(c3cccnc3)=NO2)C1 (centres undefined)
  A = 2.0%; B = 10.3%; C = i; D = i; E = 2.8%; F = 3.6; G = /
Cn1c(=O)c2c(ncn2C)n(C)c1=O
  A = -19.0%&2.6%; B = -21.8%; C = /; D = /; E = 1.3%; F = -1.1; G = /
CCn1cc(CN2CCCC(c3nc(-c4cnccn4)no3)CCNC(=O)CC2)cn1 (centres undefined)
  A = i; B = -10.7%; C = -17.1%; D = -10.9%; E = 3.6%; F = 35.4; G = -5.4%
O=C(O)CCc1nc(-c2ccccc2)c(-c2ccccc2)o1
  A = ?; B = 17.9%; C = /; D = /; E = ?; F = 5.4&-9.2; G = /
COc1cc(=O)n2c(c1C(=O)Nc1ccc(F)cc1Cl)CCCC2
  A = -14.0%; B = 29.5%; C = 0.1%; D = 3.1%; E = -5.2%; F = 11.7; G = 3.4%
CN(C)c1ccc(CNC(=O)c2cnc3sc(N4CCCC4)nn3c2=O)cc1
  A = /; B = 44.4%[activator]; C = /; D = /; E = 7.1%; F = 1.2; G = /
CCN(CC)c1ccc(C(=O)N2CCC(c3ccncc3)CC2)cc1
  A = /; B = 3.1%; C = /; D = /; E = 11.6%; F = -6.0; G = /
CNc1cc(C2CC(NS(=O)(=O)c3ccc(F)cc3)C2)nc(COC)n1 (centres undefined)
  A = ?; B = 8.6%; C = -26.0%; D = 1.2%; E = 8.2%; F = 9.1; G = 0.0%
O=C(c1cc(F)ccc1F)N1CCCC(n2cc(-c3nc(C4CC4)no3)nn2)C1 (centres undefined)
  A = i; B = 2.3%; C = -28.1%; D = ?; E = -4.1%; F = 10.9; G = 6.7%
Cc1c(C)n(Cc2ccccc2)c2ccc(C(=O)N3CCN(c4ccc(F)cc4)CC3)cc12
  A = /; B = -25.0%; C = /; D = /; E = -0.6%; F = 2.9; G = /
COCC(=O)N1CCN(C(=O)c2nc3cccnc3n(C3CC3)c2=O)CC1
  A = 3.8%; B = -3.5%; C = -21.9%; D = 0.8%; E = 5.3%; F = 23.1; G = /
CC(C)C[C@H](N)C(=O)N1CCC2(CC1)Nc1ccccc1NC2=O
  A = -20.6%; B = -2.3%; C = 2.1%; D = 0.5%; E = -8.4%; F = -7.7; G = 8.4%
COc1ccc2c(c1)c1c(c(=O)n(Cc3ccccc3)c(=O)n1CC(=O)Nc1c(C)cccc1C)n2C
  A = /; B = 2.8%; C = /; D = /; E = -8.7%; F = 24.3; G = /
O=C(NC1CCCC1)N1CCN(c2nccc(Nc3ccccc3Cl)n2)CC1
  A = 3.5%; B = -22.4%; C = ?; D = 39.8µM*; E = 5.0%; F = 17.5; G = /
CCCCCn1c(=O)[nH]c2cc(C(=O)N3CCN(c4ccccc4F)CC3)ccc2c1=O
  A = /; B = -4.7%; C = /; D = /; E = -0.3%; F = 0.9; G = /

Pulled by structure from above:
Screens by letter: A = GPT2 inhibitor; B = SNCA expr inhib; C = 3T3 cytotox; D = HEK293 tox; E = SNCA viab count; F = IP6K1 inhibitor; G = FLuc inh
Cn1c(=O)c2c(ncn2C)n(C)c1=O
  A = -19.0%&2.6%; B = -21.8%; C = /; D = /; E = 1.3%; F = -1.1; G = /
COc1ccc2c(c1)c1c(c(=O)n(Cc3ccccc3)c(=O)n1CC(=O)Nc1c(C)cccc1C)n2C
  A = /; B = 2.8%; C = /; D = /; E = -8.7%; F = 24.3; G = /
CCn1cc(CN2CCCC(c3nc(-c4cnccn4)no3)CCNC(=O)CC2)cn1 (centres undefined)
  A = i; B = -10.7%; C = -17.1%; D = -10.9%; E = 3.6%; F = 35.4; G = -5.4%
O=C(Cc1ccccc1)N1CCC2(CC(c3cccnc3)=NO2)C1 (centres undefined)
  A = 2.0%; B = 10.3%; C = i; D = i; E = 2.8%; F = 3.6; G = /
